M1 PAM: human CHRM1 positive allosteric modulation | P11229 | CHO-K1 hM1, Fluo-8 calcium fluorescence, ACh EC20; 0% = ACh EC20, 100% = maximal ACh | activation, % at 3 µM | 360,000 compounds, 0.088% hits; in the data active = activation above about 19%, passing the limit was not always enough
Target sequence (P11229 whole entry, looked up): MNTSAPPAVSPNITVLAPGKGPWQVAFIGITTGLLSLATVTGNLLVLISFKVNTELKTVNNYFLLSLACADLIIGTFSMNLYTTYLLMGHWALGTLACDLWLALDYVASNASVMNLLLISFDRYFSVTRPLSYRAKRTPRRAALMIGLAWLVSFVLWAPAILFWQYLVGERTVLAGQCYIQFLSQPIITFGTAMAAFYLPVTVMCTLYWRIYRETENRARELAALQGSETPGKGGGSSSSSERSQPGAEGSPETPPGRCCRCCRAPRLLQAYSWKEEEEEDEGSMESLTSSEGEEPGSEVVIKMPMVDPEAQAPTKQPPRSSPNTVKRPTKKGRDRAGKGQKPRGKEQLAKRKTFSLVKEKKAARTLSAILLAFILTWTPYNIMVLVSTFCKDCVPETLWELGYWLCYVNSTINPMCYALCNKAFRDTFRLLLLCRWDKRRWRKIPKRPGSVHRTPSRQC
CHRM1 antagonist: antagonists of human M1 muscarinic receptor. P11229. CHO-K1 hM1, Fluo-8 calcium fluorescence, ACh EC80 antagonist. inhibition, % at 3 µM. 360,000 compounds, 1.3% hits. AID 588852;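 active = percent inhibition above its own plate's cutoff, namely the mean of that plate's compound wells plus 3 SD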;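 note: peak over basal fluorescence ratio during 140 s after agonist addition; 0% = ACh EC80 plus DMSO and 100% = DMSO alone without agonist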
TAAR1 ag: human TAAR1 agonism; CHO RD-HGA16 TAAR1, Fluo-8 calcium fluorescence; vehicle wells 0%, saturating PEA agonist 100%; activation, % at 3 µM; AID 624467; 360,000 compounds, 0.99% hits;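 active = activation above the mean activation of all test compounds in the run plus 3 SD, cut at about 38% in these data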
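System: CHO-derived RD-HGA16 cells with stable Gα16 and human TAAR1. Times: 17-24 h plating, Fluo-8 75 min 37 °C, 30 min RT. Measured by: calcium-sensitive Fluo-8 signal, excitation 470-495, emission 515-575 nm. Read-out basis: % activation relative to PEA EC100 response. Control set: DMSO and PEA EC100. Repeats: no replicates (n 1).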
OXTR potentiate: potentiators of human oxytocin receptor | 320,000 compounds, 0.061% hits | activation, % at 3 µM | AID 2445 | CHO-OTR cells, Fluo-8 calcium fluorescence, potentiator mode; 0% = oxytocin EC15, 100% = EC100 | P30559;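 active = activation above that plate's cutoff, the mean activation of tested compounds plus 3 SD, cut at about 6.6% in these data, passing the limit was not always enough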;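 note: 100% uses oxytocin at 75 nM as the full agonist control; some results filed as inactive read as strong as hits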
Target sequence (P30559 whole entry, looked up): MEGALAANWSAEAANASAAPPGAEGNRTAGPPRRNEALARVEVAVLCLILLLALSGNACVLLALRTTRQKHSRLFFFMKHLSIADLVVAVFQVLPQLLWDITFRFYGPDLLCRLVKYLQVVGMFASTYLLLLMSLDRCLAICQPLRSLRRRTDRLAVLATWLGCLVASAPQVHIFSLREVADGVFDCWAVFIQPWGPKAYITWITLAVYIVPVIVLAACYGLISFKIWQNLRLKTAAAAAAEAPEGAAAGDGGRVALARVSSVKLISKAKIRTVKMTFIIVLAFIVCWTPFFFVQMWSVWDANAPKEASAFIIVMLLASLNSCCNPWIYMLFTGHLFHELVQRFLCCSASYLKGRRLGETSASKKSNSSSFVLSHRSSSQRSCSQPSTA
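test system = CHO-OTR cells, human receptor | compound = single-point 3.0 µM | schedule = 6 min compound pre-incubation at room temperature, 100 s kinetic read | signal = Fluo-8 no-wash calcium dye fluorescence, excitation 470-495 nm, emission 515-575 nm | repeats = single well per compound, singlicate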
OXTR ag: human OXTR agonism; P30559; 320,000 compounds, 0.32% hits; CHO-OTR cells, Fluo-8 calcium fluorescence; normalized: DMSO 0%, oxytocin 100%; activation, % at 3 µM;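 active = activation above the mean of all tested compounds plus 3 SD, cutoff set per screening run, cut at about 20% in these data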;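 note: peak over basal fluorescence ratio from a 100 s FLIPR kinetic read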
TAAR1 antagonist: human TAAR1 antagonism. AID 624466. inhibition, % at 3 µM. Q96RJ0. CHO RD-HGA16 TAAR1, Fluo-8 calcium fluorescence, antagonist. 360,000 compounds, 1.5% hits;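 active = inhibition above a per-plate cutoff, the mean inhibition of test compounds on that plate plus 3 SD, cut at about 49% in these data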;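 note: 0% = DMSO plus EC80 beta-PEA response and 100% = DMSO alone without agonist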
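Test system: RD-HGA16 CHO cells with stable hTAAR1 and Gα16 / Probe or stimulus: EC80 β-phenethylamine stimulus / Times: seeding 17-24 h prior, 75-min 37 °C, 30-min RT dye loading / Detection: Fluo-8 calcium-sensitive fluorescence / Read-out basis: % inhibition scaled between DMSO and EC80 PEA controls / Repeats: singlicate, one well per test compound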
V1aR counter: V1a receptor agonism, counter-screen for OXTR agonists; P37288; CHO-V1R cells, Fluo-8 calcium fluorescence, agonist mode; 0% DMSO, 100% 3 nM vasopressin; activation, % at 3 µM; 320,000 compounds, 0.25% hits; AID 2797;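 active = activation above the mean activation of all tested compounds plus 3 SD, per screening run, cut at about 20% in these data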;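 note: signal is peak over basal fluorescence ratio across a 100 second FLIPR read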
CHO parental Ca: signal in parental CHO cells, OX1R antagonist counter-screen | parental CHO-K1, ATP-induced calcium, Fluo-8 fluorescence | inhibition, % at 5.6 µM | 330,000 compounds, 0.63% hits | AID 463079;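 active = inhibition above that plate's mean sample inhibition plus 3 SD, cut at about 26% in these data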;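 note: 0% = ATP-challenged DMSO wells and 100% = DMSO wells without ATP; some compounds past the cut are filed as inactive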
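Test system: parental CHO cells; detection: calcium-sensitive Fluo-8 fluorescence; evaluation: percent inhibition of calcium signal; also added: ATP as calcium-mobilizing challenge; repeats: one well per compound; control set: ATP-challenged DMSO wells low, unchallenged DMSO wells high; compound: single nominal dose of 5.6 µM per compound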
CHRM1 agonist: human M1 muscarinic receptor agonism | P11229 | 360,000 compounds, 0.33% hits | activation, % at 3 µM | CHO-K1 hM1, Fluo-8 calcium fluorescence, agonist mode; 0% DMSO, 100% acetylcholine EC100;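 active = activation above the run's mean compound activation plus 3 SD, cut at about 16% in these data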;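 note: peak over basal fluorescence ratio within a 140 s kinetic read after compound addition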
* = called active by the depositor; . = not tested or not shown.

SMILES	M1 PAM	CHRM1 antagonist	TAAR1 ag	OXTR potentiate	OXTR ag	TAAR1 antagonist	V1aR counter	CHO parental Ca	CHRM1 agonist
CCN1CCN(C(CC(C)C)c2nnnn2CS(=O)(=O)c2ccc(C)cc2)CC1 (configuration not stated)	1.2	-6.3	4.0	0.5	3.1	10.1	1.3	-5.4	-13.0
CCOC(=O)c1cc2cc([N+](=O)[O-])cc(OC)c2oc1=O	3.7	-3.8	3.4	-3.1	-0.2	1.8	0.0	-3.6	-5.2
Cc1nc2scc(-c3cccs3)c2c(=O)n1-n1cccc1	4.2	-6.7	3.1	-5.8	-3.4	-14.7	-1.4	-10.1	-1.9
O=c1oc(Nc2ccccc2F)nc2ccccc12	6.6	-18.3	11.9	-1.6	-0.5	8.7	0.3	-6.6	-1.6
CC(=O)c1ccc(OCCCC(=O)N2CCN(S(=O)(=O)c3cccs3)CC2)cc1	-4.5	9.3	9.1	-18.1	7.6	12.0	10.7	-0.8	1.1
Fc1ccccc1CNc1ccc(Cl)c(Cl)c1	-4.2	-26.1	15.3	-5.5	-1.9	14.5	-0.6	4.9	-4.3
COC(=O)[C@H](CC(C)C)NC(=O)c1cc2c(cn1)[nH]c1ccccc12	7.8	-13.3	-0.5	-12.0	2.0	4.7	1.6	-0.2	-1.7
O=C(CSc1nnc(-c2cccnc2)o1)Nc1ccc(F)cc1	4.7	-17.6	1.0	.	.	-8.1	.	.	-0.2
O=C(CNS(=O)(=O)c1cccs1)N1CCCCC1	9.4	-11.1	-1.3	-3.2	0.3	8.9	0.1	7.1	-4.0
O=[N+]([O-])c1cc(C(F)(F)F)ccc1NCCCCNS(=O)(=O)c1ccc2ccccc2c1	0.3	7.4	13.8	-6.9	3.1	17.9	3.2	-3.4	-2.1

Full records, looked up by structure:
`O=C(CNS(=O)(=O)c1cccs1)N1CCCCC1` in the list: M1 PAM: 9.4; CHRM1 antagonist: -11.1; TAAR1 ag: -1.3; OXTR potentiate: -3.2; OXTR ag: 0.3; TAAR1 antagonist: 8.9; V1aR counter: 0.1; CHO parental Ca: 7.1; CHRM1 agonist: -4.0
`CCOC(=O)c1cc2cc([N+](=O)[O-])cc(OC)c2oc1=O` in the list: M1 PAM: 3.7; CHRM1 antagonist: -3.8; TAAR1 ag: 3.4; OXTR potentiate: -3.1; OXTR ag: -0.2; TAAR1 antagonist: 1.8; V1aR counter: 0.0; CHO parental Ca: -3.6; CHRM1 agonist: -5.2
`Fc1ccccc1CNc1ccc(Cl)c(Cl)c1` in the list: M1 PAM: -4.2; CHRM1 antagonist: -26.1; TAAR1 ag: 15.3; OXTR potentiate: -5.5; OXTR ag: -1.9; TAAR1 antagonist: 14.5; V1aR counter: -0.6; CHO parental Ca: 4.9; CHRM1 agonist: -4.3

The list goes on:
SMILES	M1 PAM	CHRM1 antagonist	TAAR1 ag	OXTR potentiate	OXTR ag	TAAR1 antagonist	V1aR counter	CHO parental Ca	CHRM1 agonist
CCCc1nc(SCC(=O)N2CCC(C)CC2)c2c(=O)n(C)c(=O)n(C)c2n1	-12.3	10.7	5.7	2.4	0.3	5.5	-1.6	-21.3	-5.3
CC(=O)[C@H]1CC[C@H]2[C@@H]3CC=C4C[C@@H](O)CC[C@]4(C)[C@H]3CC[C@]12C	-1.6	-2.3	0.2	-2.1	-0.3	-15.9	1.7	1.0	9.0
Cc1cc(OCC(=O)OCC(=O)Nc2cc(C(F)(F)F)ccc2N2CCOCC2)ccc1Cl	5.7	-1.6	-2.0	-5.6	-0.2	4.9	-0.3	-2.6	-7.1
Cc1[nH]c(=O)[nH]c(=O)c1/C=N/NC(=O)[C@@H](NC(=O)OC(C)(C)C)C(C)C	11.7	-8.7	5.2	-2.5	0.3	-5.8	-0.2	-12.8	-3.4
CCOc1ccc(CN2CCCC(CNC(=O)c3ccc(F)cc3)C2)cc1CO (configuration not stated)	-12.2	6.3	-2.4	-8.2	0.3	9.3	0.0	-10.5	-11.6
CCn1c(C)c(C)c2cc(C(=O)N3CCN(c4ccccc4)CC3)ccc21	4.5	-7.7	-1.4	-3.6	-2.0	-32.7	1.8	-9.1	-4.6
CCOC(=O)C1=C(O)/C(=C/c2ccccn2)SC1=Nc1ccc(Cl)cc1	-7.8	5.0	1.4	-5.9	-0.2	7.5	0.3	-15.1	-6.6
COc1cc(C#Cc2c(-c3cncn3C)n(C)c3ccc(-c4ccc5cc[nH]c5c4)cc23)cc(OC)c1	11.5	-3.5	3.0	-4.8	-0.4	18.3	2.5	3.7	-2.3
CCc1nc2ccc(C(=O)NCCN3CCNC3=O)cn2c1N(CCC(C)C)CCN(C)C	4.5	-10.5	1.3	.	.	-8.7	.	.	-5.7
O=C(C1Cc2ccccc2CN1S(=O)(=O)c1ccc(F)cc1)N1CCOCC1 (configuration not stated)	-1.5	1.4	13.1	-1.1	-1.1	8.7	-0.7	-6.0	-2.5
COC(=O)c1cc(NC(=O)c2cccc(C(F)(F)F)c2)c(=O)oc1C/C=N/OCc1cccc(Cl)c1Cl	8.3	-2.1	0.8	-14.7	0.4	-11.4	1.2	-19.9	-3.3
CCCCC1CCC(C(=O)OCC(=O)N(CCOC)c2c(N)n(Cc3ccccc3)c(=O)[nH]c2=O)CC1 (configuration not stated)	5.3	-6.5	1.2	-5.2	-1.1	-30.7	-0.1	-12.7	-3.1
CCC(=O)NC(=S)Nc1ccc(OC)cc1OC	9.0	-5.1	4.8	-5.7	-0.9	-12.1	-0.4	0.1	-5.5
CCN(CC)C(=O)C(=O)c1cn(CC(=O)NCC2CCCO2)c2ccccc12 (configuration not stated)	10.1	-9.5	1.8	-7.7	-0.8	-8.6	0.1	-10.6	0.7
O=C(CSCc1ccccn1)Nc1ccccc1	10.3	-7.5	-0.3	-4.5	-0.1	1.7	-0.4	3.2	-2.6
COc1ccc(C(=O)NC2CCCN(Cc3ccccc3F)C2)c(OC)c1OC (configuration not stated)	8.2	-12.8	3.8	-15.1	-1.9	-9.0	0.1	-23.8	-9.3
O=C(Nc1ccc(NC(=O)c2ccco2)cc1)c1cnccn1	4.8	-1.6	0.8	-7.0	-0.2	-14.9	-0.1	-1.6	-2.4
COc1cccc(Nc2nc3ccc(OC)cc3s2)c1	-12.2	25.6	-1.8	-4.6	-1.9	15.3	-0.4	2.5	-4.8
Cc1nc([N+](=O)[O-])cn1C(C)C	5.8	-5.7	13.3	-2.1	0.1	-24.7	0.0	0.8	-3.7
O=C(CSc1nc(-c2ccccc2)cc(C(F)(F)F)n1)NCc1cccs1	.	.	26.1	-1.4	-1.4	0.2	-0.4	-2.6	.
Cc1ccc2sc(-c3ccc(NC(=O)c4cc(-n5cnnc5)ccc4Cl)cc3)nc2c1	1.5	3.5	8.5	-4.2	0.3	15.3	-0.2	16.6	0.3
CN(C)c1ccc(/C=C(\C#N)c2ccccn2)cc1	3.3	6.0	1.8	-4.3	1.3	12.0	3.0	-10.3	-5.9
Cc1ccc(S(=O)(=O)Nc2nc(C)cc(NN)n2)cc1	2.4	-15.6	0.2	-3.4	0.0	-8.8	-0.3	-32.1	-4.5
CCC(CC)C(=O)N1CCN(Cc2nc3ccccc3c(=O)[nH]2)CC1	4.1	-1.2	0.3	-6.3	0.7	-9.4	-0.5	-14.8	-5.4
Cc1ccc(-c2nc3ccc(C)cn3c2Cc2ccsc2)cc1	5.0	-8.5	1.2	.	.	-10.7	.	.	-7.6
CCC1CCc2sc(C(=O)NNC(=O)c3ccncc3)cc2C1 (configuration not stated)	5.7	-7.2	1.4	-3.7	-1.3	-8.2	-0.5	-21.3	-3.8
Cc1cc(C)nc(NCC(O)CNc2ccccc2Cl)n1 (configuration not stated)	7.1	-6.4	4.8	-25.4	7.7	13.8	7.5	-10.0	3.0
CC(C)C[C@H]1CNC(=S)N1C[C@H]1CCCN1C[C@H](Cc1ccc(O)cc1)N1C[C@H](Cc2ccccc2)N(CCc2ccccc2)C1=S	1.1	5.9	-0.8	.	.	12.7	.	.	-0.7
CC(C)c1nnc(NC(=O)C2CCCN2C(=O)Nc2ccc(F)cc2)s1 (configuration not stated)	-3.0	4.5	2.8	-4.7	1.6	-11.6	1.6	-15.4	-5.6
Cc1ccc(C(=O)NCCCc2ccccc2)s1	6.0	-8.9	-2.7	-5.8	-2.6	-7.3	0.1	-8.8	-8.6
O=C(Nc1ccc(F)cc1)C(c1ccccc1)N1CCN(CC(=O)N2CCOCC2)CC1 (configuration not stated)	17.5	-6.0	0.8	0.4	0.3	-14.7	0.6	-7.3	-1.4
Nc1c(Br)c(=O)[nH]c(=O)n1-c1ccccc1	3.9	-12.9	3.5	-11.0	-0.5	7.3	0.2	-7.0	-4.0
O=C(CN(C(=O)c1csnn1)c1ccc(Br)cc1)NC1CCCCC1	7.1	3.8	1.4	-11.3	-0.3	8.3	4.8	-11.3	1.2
O=C(CNC(=O)c1ccco1)Nc1ccc(F)c(Cl)c1	-1.7	-3.6	6.5	.	.	4.3	.	.	-4.8
O=C(Nc1c2c(nn1-c1ccccc1)CS(=O)(=O)C2)c1cc2ccccc2o1	15.8	-15.8	0.6	-9.9	-0.4	-27.1	0.9	-6.4	-0.1
CCN(C(=O)COC(=O)c1ccc(=O)n(Cc2ccccc2)n1)C1CCS(=O)(=O)C1 (configuration not stated)	7.6	-7.8	0.3	.	.	-1.0	.	.	-4.0
CCCOC(=O)Nc1cc(OC)ccc1[N+](=O)[O-]	2.2	5.2	2.0	-4.7	-2.5	-18.1	-1.8	-15.1	-3.9
COc1cc(OC)cc(C(=O)NCC(=O)N2CCN(Cc3ccccc3)CC2)c1	3.2	-5.6	10.9	2.7	1.7	-3.0	1.9	-5.9	0.8
Cc1cccc(C)c1NC(=O)CNC(=O)c1ccccc1	4.2	6.8	1.7	0.6	-0.3	-10.4	0.7	-11.8	0.1
CSc1ccc(NC(=O)C2(C)CCN2C(=O)c2cc(C)n(C)n2)cc1 (configuration not stated)	-3.7	-7.7	2.0	.	.	1.2	.	.	1.4
CC(C)OP(=O)(c1ccc(N(C)C)cc1)C(O)c1ccc(Br)cc1 (configuration not stated)	0.1	-4.1	-0.6	-5.4	0.9	-13.5	-0.3	-8.8	-5.2
CCOC(=O)C1CCCN(C(=O)CN2CCN(Cc3ccc(Cl)cc3)C2=O)C1 (configuration not stated)	.	.	32.0	-2.7	-0.8	-5.7	0.6	-29.6	.

Screening data: PubChem, The Scripps Research Institute Molecular Screening Center
